tim23-1 inh: growth inhibitors of tim23-1 mutant yeast, primary screen, luminescence, uHTS; S. cerevisiae tim23-1 growth, BacTiter-Glo luminescence, 24 h; inhibition, % at 20 µM; 1.3% of 330,000 active; AID 463212, 2010;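 active = growth inhibition of the mutant yeast at or above 50%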;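 also: temperature-sensitive mutant grown at 25 °C; plate controls were DMSO-treated mutant yeast for no effect and medium wells lacking yeast for full effect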
UPR XBP1 act: activators of adaptive XBP1 UPR arm, primary screen, cell-based, CHO-XBP1 luciferase reporter, luminescence, uHTS | IRE1-XBP1 UPR activation; percent of tunicamycin response, DMSO as zero | activation, % at 20 µM | 0.33% of 330,000 active;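 active = versus positive control, 20 µM dose yields 30% or more activation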;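 also: 100% = tunicamycin at 10 µg/mL and 0% = DMSO only wells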
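assay system = CHO-XBP1 luciferase reporter cells | amount = 1000 cells/well | buffer or medium = F12 plus 10% FBS | compound dosing = single point, 20 µM final compound, 1% DMSO | incubation = 16-18 h cell attachment at 37 °C, then 6 h compound exposure | detection = Steady-Glo luminescence read | controls = tunicamycin 10 µg/mL and vehicle-only wells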
Jurkat NFkB inh: inhibitors of induced NF-kB luciferase reporter, primary screen, TCR NF-kB activation inhibitor project, cell-based, luminescence, uHTS; Jurkat, PMA/ionomycin-induced NF-kB luciferase reporter; inhibition, % at 4 µM; 0.53% of 330,000 active; in the data active = inhibition above about 50%
697 NFkB inh: inhibitors of PMA/ionomycin-induced NF-kB reporter, 697 cells, primary screen, B-cell NF-kB inhibitor project, cell-based, luminescence, uHTS. 697 B-cell NF-kB luciferase reporter, 16 h. inhibition, % at 4 µM. 0.33% of 330,000 active; in the data active = inhibition above about 35%
tim10-1 inh: growth inhibitors of tim10-1 mutant yeast, primary screen, luminescence, uHTS. AID 463190, 2010. 2.2% of 330,000 active. inhibition, % at 20 µM. S. cerevisiae tim10-1 ts strain growth, BacTiter-Glo, 24 h;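 active = inhibition of at least 40%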;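 also: mutant grown at 25 °C; 0% = DMSO wells with yeast and 100% = wells holding no yeast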
UPR CHOP act: activators of apoptotic CHOP UPR arm, primary screen, cell-based, CHO-CHOP luciferase reporter, luminescence, uHTS; UPR activation; percent of tunicamycin response over DMSO baseline; activation, % at 10 µM; 0.34% of 330,000 active; AID 449763, 2010;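 active = at 10 µM dose, activation of 40% or more, normalized to positive control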;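 also: 100% = tunicamycin at 10 µg/mL and 0% = DMSO alone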
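measured by = luciferase luminescence | assay system = CHO-CHOP cells, stable luciferase reporter of PERK-eIF2a-CHOP signalling | amount = 500 reporter cells seeded per well | timing = 6 h compound exposure at 37 °C after overnight seeding | controls = positive tunicamycin 10 µg/mL, negative DMSO alone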
Mdm2-MdmX inh: inhibitors of human Mdm2-MdmX association, primary screen, cell-based, luminescence, split luciferase, SaOS-2, uHTS; inhibition, % at 8 µM; SaOS-2 split-luciferase Mdm2/MdmX complementation; Protein Mdm4 (Homo sapiens) + E3 ubiquitin-protein ligase Mdm2 (Homo sapiens), …; 3% of 330,000 active;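 active = inhibition of at least 50% at 8 µM in the primary screen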
Target sequence (O15151 whole entry, looked up): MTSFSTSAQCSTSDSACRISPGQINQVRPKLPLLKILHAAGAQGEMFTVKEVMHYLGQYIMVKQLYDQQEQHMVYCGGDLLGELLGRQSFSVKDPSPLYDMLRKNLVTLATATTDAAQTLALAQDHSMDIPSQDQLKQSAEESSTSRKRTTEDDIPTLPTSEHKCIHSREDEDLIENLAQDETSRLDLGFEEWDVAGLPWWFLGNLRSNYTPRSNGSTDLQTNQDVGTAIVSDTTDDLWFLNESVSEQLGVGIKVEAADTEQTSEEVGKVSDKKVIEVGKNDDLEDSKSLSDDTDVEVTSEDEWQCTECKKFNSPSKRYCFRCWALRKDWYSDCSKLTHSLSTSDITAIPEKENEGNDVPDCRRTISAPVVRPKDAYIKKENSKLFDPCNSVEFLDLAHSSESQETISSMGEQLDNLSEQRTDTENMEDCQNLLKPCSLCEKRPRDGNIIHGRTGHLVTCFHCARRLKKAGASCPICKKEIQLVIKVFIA
Target sequence (Q00987 whole entry, looked up): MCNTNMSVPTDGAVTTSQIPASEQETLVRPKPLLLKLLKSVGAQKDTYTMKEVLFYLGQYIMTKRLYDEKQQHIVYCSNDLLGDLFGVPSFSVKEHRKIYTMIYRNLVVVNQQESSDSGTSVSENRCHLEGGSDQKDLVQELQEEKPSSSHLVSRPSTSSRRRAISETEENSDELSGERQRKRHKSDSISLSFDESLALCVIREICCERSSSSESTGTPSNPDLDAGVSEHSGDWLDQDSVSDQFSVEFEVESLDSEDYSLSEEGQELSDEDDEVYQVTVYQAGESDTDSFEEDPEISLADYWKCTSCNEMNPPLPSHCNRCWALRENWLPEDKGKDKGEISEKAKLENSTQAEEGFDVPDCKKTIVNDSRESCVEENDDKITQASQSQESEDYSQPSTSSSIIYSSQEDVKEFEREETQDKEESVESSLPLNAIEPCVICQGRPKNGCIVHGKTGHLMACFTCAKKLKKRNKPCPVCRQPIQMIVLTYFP
TIM10 inh: growth inhibitors of isogenic TIM10 control yeast, primary screen, counter-screen for tim10-1 yeast inhibitor project, luminescence, uHTS. 1.4% of 330,000 active. S. cerevisiae TIM10 strain growth, BacTiter-Glo luminescence, 24 h. inhibition, % at 10 µM;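 active = inhibition of 40% or more at the single tested concentration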;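 also: wild-type TIM10 isogenic control strain grown at permissive 25 °C; 0% = DMSO yeast wells and 100% = minimal medium wells without yeast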
* marks the source's active call; other numbers are inactive results.

Value order: Mdm2-MdmX inh	TIM10 inh	tim10-1 inh	697 NFkB inh	UPR CHOP act	tim23-1 inh	UPR XBP1 act	Jurkat NFkB inh
(1) COc1ccc(C)cc1-n1c(SCC(=O)NC2CC2)nc2ccccc2c1=O
    24	-1	13	-19	-1.1	14	-2	-11
(2) CC(=O)NCC1CCCN(Cc2cn(-c3ccccc3)nc2-c2ccc3c(c2)OCO3)C1 (stereo not drawn)
    11	-8	-10	-2	-2.5	13	-2	-7
(3) O=C(Oc1ccccc1)Oc1ccc2c(c1)oc(=O)c1ccccc12
    25	-22	-5	4	0.4	-35	-1	-10
(4) Cc1ccc(NC(=O)/C=C/C(=O)O)c([N+](=O)[O-])c1
    2	12	0	-66	1.8	7	0	27
(5) O=C(NCc1cccs1)Nc1cccs1
    4	11	12	27	2.0	14	-1	6
(6) CC(C(=O)OCC(=O)NC1CCCCC1)N1C(=O)c2ccccc2C1=O (stereo not drawn)
    9	1	0	-3	-1.2	14	0	4
(7) O=C(CCn1c(=O)oc2ccccc21)Nc1ccc2c(c1)OCCO2
    -19	3	10	-33	3.5	17	-2	-27
(8) CCc1ccccc1N(CC(=O)NCc1ccccc1)C(=O)CCC(=O)Nc1ccccn1
    4	18	18	-8	-0.1	13	-4	7
(9) O=C(Nc1ccc2nn(-c3ccccc3)nc2c1)c1ccc(Br)o1
    -6	-9	-2	-172	3.2	5	35*	-29
(10) CCn1[nH]c(=O)c(=Nc2c(C)n(C)n(-c3ccccc3)c2=O)cc1-c1ccc(Cl)cc1
    -18	12	20	1	-2.1	16	-2	7
(11) Cc1nc(C)c(C(=O)Nc2ccccc2)s1
    10	-12	-3	-13	1.6	-5	0	-29
(12) CC(=O)c1cccc(N(CC(=O)Nc2cccnc2)S(C)(=O)=O)c1
    -5	8	19	11	1.8	3	-1	11
(13) Cc1cn(CCOc2ccc(Cl)cc2)c(=O)[nH]c1=O
    34	2	0	1	1.5	-1	0	0
(14) C=CCn1c(=O)c(CCC(=O)Nc2ccc(N3CCOCC3)cc2)nc2cc(C(F)(F)F)ccc21
    9	16	7	-50	0.4	-5	-2	-29
(15) C/C(=N\NC(=S)NCc1ccccc1)c1ccc2c(c1)OCCO2
    5	46*	43*	-2	-1.3	49	0	-5
(16) COc1ccc(CN2CC(C(=O)NCc3ccc4c(c3)OCO4)CC2=O)cc1 (stereo not drawn)
    1	0	3	-2	0.3	11	0	-17
(17) CCn1c(SCc2nc(CC(=O)Nc3ccccc3OC)no2)nnc1-c1cccs1
    -6	3	33	20	-1.5	12	2	5
(18) COc1ccc(C(=O)C2CCCN(C(=O)CCc3ccccn3)C2)c(C)c1 (stereo not drawn)
    36	7	14	11	-2.4	5	3	12
(19) Nc1nnc(SCC(=O)N2CCCCC2)s1
    17	-6	-1	-7	0.4	-5	-3	-1
(20) CCOC(=O)C(=CNc1ccc(C#N)cc1)C(=O)OCC
    12	-11	-5	-1	-2.8	15	-2	-10
(21) Cc1ccccc1N(C)C(=O)C1CCCN(c2ncnc3c2nc2n3CCCCC2)C1 (stereo not drawn)
    16	21	16	0	-1.6	18	-3	25
(22) O=C(COC(=O)C1CC2C=CC1C2)NCCc1ccccc1 (stereo not drawn)
    -4	0	13	8	1.8	16	1	6
(23) Cc1ccc(-c2noc(Cn3nc(C(=O)O)c4ccccc4c3=O)n2)cc1
    21	10	4	3	5.1	-6	1	-2
(24) CCCSC1=C(C#N)C(c2ccc(O)c(OC)c2)CC(=O)N1 (stereo not drawn)
    -18	14	8	-13	3.1	18	2	-3
(25) CC1Cc2ccccc2N1C(=O)c1ccc2c(c1)OCO2 (stereo not drawn)
    1	8	18	-4	0.2	20	-3	5
(26) CC(OC(=O)c1cccnc1Cl)C(=O)Nc1ccc2c(c1)OCO2 (stereo not drawn)
    17	-5	-15	-6	-0.9	-10	0	0
(27) COc1ccc(C([O-])=Nc2ccc[n+](-c3nc4ccccc4nc3NS(=O)(=O)c3ccccc3)c2)cc1
    49	4	12	35	-2.6	6	-5	-10
(28) Cc1ccc(C(=O)OCC(=O)NCc2ccco2)cc1S(=O)(=O)N1CCOCC1
    11	-3	-2	24	1.5	13	0	-5
(29) COc1ccc(CNCc2ccc(C(F)(F)F)cc2)cc1OC
    -2	-1	1	5	0.2	15	-2	5
(30) COc1ccc(Cc2nc3ccccc3[nH]c2=O)cc1
    0	0	2	5	1.4	5	0	6

4 entries from above, sorted by the value under 697 NFkB inh, lowest first.
no.	canonical_smiles	Mdm2-MdmX inh	697 NFkB inh	UPR XBP1 act	Jurkat NFkB inh
8	CCc1ccccc1N(CC(=O)NCc1ccccc1)C(=O)CCC(=O)Nc1ccccn1	4	-8	-4	7
25	CC1Cc2ccccc2N1C(=O)c1ccc2c(c1)OCO2 (stereo not drawn)	1	-4	-3	5
20	CCOC(=O)C(=CNc1ccc(C#N)cc1)C(=O)OCC	12	-1	-2	-10
5	O=C(NCc1cccs1)Nc1cccs1	4	27	-1	6

(next part)
Value order: Mdm2-MdmX inh	TIM10 inh	tim10-1 inh	697 NFkB inh	UPR CHOP act	tim23-1 inh	UPR XBP1 act	Jurkat NFkB inh
(31) CN(C)CCN(C(=O)c1ccc2ccccc2c1)c1nc2c(F)cc(F)cc2s1
    -5	5	22	0	1.1	18	-5	7
(32) C/C(O)=C(\C#N)c1nnc2n1CCCCC2
    -1	-5	-6	9	-2.5	-11	-1	-11
(33) CN(Cc1ccccc1)C(=O)COC(=O)c1ccc2c(c1)OCO2
    -25	2	2	-16	1.4	28	9	-7
(34) COc1ccc(Cl)cc1NC(=O)c1noc2c1CCCC2
    -20	2	13	9	2.4	7	0	-6
(35) CN(CC(=O)Nc1ccc2c(c1)OCO2)S(=O)(=O)c1cccs1
    -10	-8	18	-9	1.4	10	-1	-31
(36) CC(=O)c1cccc(S(=O)(=O)N2CCCC(c3nc4c(nnn4Cc4ccccc4Cl)c(=O)[nH]3)C2)c1 (stereo not drawn)
    22	1	-1	7	-0.2	4	-5	19
(37) COc1ccc(CNC(=O)/C=C/c2cc3c(cc2Br)OCO3)cc1
    15	-9	12	2	0.7	10	-3	-13
(38) CCOC(=O)c1c(C)[nH]c(C(=O)COC(=O)CCNS(=O)(=O)c2ccc(NC(C)=O)cc2)c1C
    -5	3	2	9	0.9	5	0	2
(39) CCOC(=O)c1c(C)[nH]c2cc(Br)c(O)cc12
    -18	25	23	-9	4.3	27	16	-35
(40) O=C(COC(=O)C1CCC1)Nc1ccccc1Sc1ccccc1
    24	-24	11	-1	7.9	-6	2	19
(41) COC(=O)c1ccc(CN2CCN(CCC(C)C)C(CCO)C2)cc1 (stereo not drawn)
    -11	-5	11	-5	-2.4	4	-1	0
(42) CC(=O)N1CCN(S(=O)(=O)c2cccc(C(=O)NNC(=O)COc3ccc(F)cc3)c2)CC1
    33	-10	1	11	0.0	-14	2	0
(43) CCOc1ccc(NC(=O)C(CC(=O)O)Cc2ccc(C)cc2)cc1 (stereo not drawn)
    4	3	-10	-8	1.3	-5	-2	-28
(44) Cc1cccc(COc2ccc(/C(O)=C3\C(=O)C(=O)N(CCN(C)C)C3c3ccncc3)cc2)c1 (stereo not drawn)
    -13	11	8	8	0.6	12	-1	5
(45) CCN(CC)S(=O)(=O)c1ccc(C)c(NC(=O)CN(C)C)c1
    8	5	6	9	-0.2	8	-2	0
(46) Cc1[nH]c(=O)[nH]c(=O)c1/C=N/NC(=O)[C@@H](NC(=O)OC(C)(C)C)C(C)C
    18	4	12	5	2.5	7	2	14
(47) CC1CN(C2CC(C)(C)NC(C)(C)C2)CCC1=O (stereo not drawn)
    5	13	13	-16	-1.3	19	-1	-15
(48) NS(=O)(=O)c1cccn1-c1ncc(C(F)(F)F)cc1Cl
    -13	5	12	3	-1.3	14	-1	9
(49) Cc1ccc(C)c(NC(=S)N2CCN(c3cccc(C(F)(F)F)c3)CC2)c1
    16	-17	19	16	-1.4	-4	-3	-2
(50) COCC(C)(C)COS(N)(=O)=O
    18	2	-24	22	-1.1	2	1	10
(51) O=C(COC(=O)c1cc2ccccc2cc1O)Nc1cccnc1Cl
    -5	-19	18	1	2.3	-6	0	20
(52) O=C(NNC(=S)Nc1ccccc1)c1cccc(S(=O)(=O)N2CCOCC2)c1
    -10	3	36	-48	2.2	13	-2	-41
(53) O=C(/C=C/c1cccs1)NC1CCCC1
    -28	13	-17	8	3.0	8	1	-16
(54) COCCCn1c(SCC(=O)NC(C)(C)C)nnc1-c1ccccc1
    2	9	9	-146	-0.6	17	3	-8
(55) Cc1cccc(-c2noc(CN(C(=O)CCc3ccccc3)C(C)C)n2)c1
    20	9	4	2	2.1	28	0	-8
(56) CCN(C(=O)c1ccccc1)c1ccc([N+](=O)[O-])cc1
    28	-4	12	4	-1.6	10	1	9
(57) CCc1ccc(NC(=O)CSc2nnc(CNC(=O)c3ccc(OC)cc3)o2)cc1
    0	0	14	-3	-0.9	10	-4	17
(58) NC(=O)c1ccccc1NS(=O)(=O)c1ccccc1
    -2	-1	14	-5	-0.8	-6	2	-11
(59) CCCCn1c(N)c(N(Cc2ccccc2OC)C(=O)COc2ccccc2OC)c(=O)[nH]c1=O
    16	6	11	17	-0.9	14	-2	11
(60) CCN(CC)c1c([N+](=O)[O-])c(=O)oc2ccccc12
    11	10	6	0	-1.3	5	-2	10
(61) OCCN(Cc1ccccc1)Cc1ccc(F)c(F)c1
    -6	-6	2	18	1.9	-9	-2	6
(62) CCOC(=O)CN(C)Cc1cn(C)nc1-c1ccc(Oc2ccccc2)cc1
    16	15	33	-19	3.4	40	-5	-14
(63) CC(SCc1cn2cc(Cl)ccc2n1)C(=O)O (stereo not drawn)
    -15	-5	5	-2	-3.0	-4	-5	23
(64) Cc1ccc(NC(=O)CN2C(=O)NC(C)(c3ccc(Cl)cc3)C2=O)cc1S(=O)(=O)N1CCOCC1 (stereo not drawn)
    41	-4	5	2	-0.3	11	-3	1
(65) CCOC(=O)C1=C(N)OC(CCl)=C(C#N)C1c1ccsc1 (stereo not drawn)
    3	2	-14	-45	3.8	-8	0	30
(66) O=C(Nc1ccccc1F)c1ccc(CN2CCc3ccccc3C2)cc1
    11	-6	12	13	2.5	17	-2	4
(67) Cc1cc(C)nc(SCCn2c(N3CCOCC3)nc3c2c(=O)[nH]c(=O)n3C)n1
    10	-3	-6	2	1.1	-5	-3	14
(68) O=C(OC1CCCCC1=O)c1ccc(S(=O)(=O)Nc2ccccc2)cc1 (stereo not drawn)
    -4	-18	12	1	-0.1	31	0	-14
(69) O=C(Nc1cc([N+](=O)[O-])ccc1O)c1cccc(NC(=O)c2ccco2)c1
    4	-1	1	4	1.3	7	-3	7
(70) C=CCn1c(SCC2CCCCO2)nc2sc(CC)cc2c1=O (stereo not drawn)
    14	-12	-28	1	0.2	21	0	6
(71) COc1ccc(CNC(=O)C2CCN(S(=O)(=O)c3cccnc3)CC2)cc1
    -29	2	5	-29	1.5	8	-3	-15
(72) CC1CCCCN1C(=O)CSc1nnc(-c2ccco2)o1 (stereo not drawn)
    -19	-9	5	-41	2.6	4	1	-59
(73) COc1ccc2nc(NC(=O)c3cccnc3SC)sc2c1
    -17	28	28	-75	5.4	24	2	-31
(74) Cc1cc(C(=O)OCC(=O)N2CCOCC2)c(C)n1-c1ccccc1
    -31	-9	-17	3	3.9	3	3	4
(75) Cc1ccc(C2NC(=O)Cc3ccccc32)cc1 (stereo not drawn)
    9	-7	1	2	0.2	-1	-1	33

Look-ups from the list.
UPR CHOP act, no. 66 → 2.5
TIM10 inh, no. 67 → -3
TIM10 inh, no. 68 → -18
TIM10 inh, no. 74 → -9

High-throughput results from PubChem BioAssay.
